Assay outcomes as filed in PubChem BioAssay.
tuberculosis growth – growth inhibition of non-replicating M. tuberculosis (AID 488890). inhibition, % at 25 µM; hits with a dose series show IC50 in µM. Mycobacterium tuberculosis non-replicating, growth inhibition; higher % means a stronger effect. hit rate 0.39% among 320,000; in the data active = a potency from the dose series; inconclusive = inhibition mostly from about 82% at the one dose, without a potency; inactive = the rest, 99 in 100 with inhibition below about 76%;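 note: plate controls were DMSO cells for no effect and high antibiotic wells for full effect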
M. tuberculosis HTS – M. tuberculosis growth inhibition, HTS (AID 449762). M. tuberculosis H37Rv growth inhibition, 7H9 media; higher % means a stronger effect. hit rate 0.59% among 330,000. one-dose inhibition, % at 25 µM; IC50 in µM for titrated hits; in the data active = a potency from the dose series; inconclusive = inhibition above about 70% without an active follow-up result;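 note: bacterial growth assessed after seven days of incubation; strong numbers were not always called active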
influenza NS1A – H1N1 influenza NS1A inhibitors, functional cell based assay (AID 504329); NS1A functional cell-based assay, percent inhibition; higher % means a stronger effect; inhibition, % at 12.5 µM, or IC50 in µM where a hit was titrated; hit rate 0.3% among 340,000; in the data active = a potency from the dose series; inconclusive = inhibition above about 27% without an active follow-up result; note: strong numbers were not always called active
Salmonella PhoP GFP – Inhibition of PhoP regulon, Salmonella typhi GFP reporter cells, confirmation, 4 h (AID 1850); inhibition, % at 50 µM, or IC50 in µM where a hit was titrated; hit rate 0.33% among 310,000; Salmonella Typhi PhoP-promoter GFP reporter, fluorescence, 4 h; higher % means a stronger effect; in the data active = a potency from the dose series; inconclusive = inhibition mostly from about 25% at the one dose, without a potency; inactive = the rest, 99 in 100 with inhibition below about 19%;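 note: 0% = induced wells with vehicle and 100% = uninduced wells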
VEEV TC-83 Vero – inhibitors of VEEV TC-83 cytopathic effect, confirmation, Vero cells (AID 588727); Vero cells, VEEV TC-83 cytopathic effect inhibition; higher % means a stronger effect; inhibition, % at 20 µM; hits with a dose series show IC50 in µM; hit rate 0.13% among 350,000; in the data active = a potency from the dose series; inconclusive = inhibition mostly from about 14% at the one dose, without a potency; inactive = the rest, 99 in 100 with inhibition below about 12%; note: strong numbers were not always called active
VEEV TC-83 Vero 10K pilot screen – recorded beside VEEV TC-83 Vero, whose call it bears; inhibition, %; measured here: 10K pilot screen inhibition
An asterisk follows results filed as active; i = inactive; u = inconclusive; x = no result given.

SMILES	tuberculosis growth	M. tuberculosis HTS	influenza NS1A	Salmonella PhoP GFP	VEEV TC-83 Vero	others
CCOc1ccc(NC2CCCCC2NS(=O)(=O)c2ccccc2)cc1 (stereo unspecified)	5%	8%	2%	0%	1.3%
Cn1cnc([N+](=O)[O-])c1N=C(N)N	-17%	-1%	-6%	-10%	0.0%
CC(C)CCNC1=CC(=O)CC(c2ccccc2)C1 (stereo unspecified)	15%	5%	-10%	5%	i
CCc1nc(Nc2ccc(NC(C)=O)cc2)c2oc3ccccc3c2n1	3%	-8%	-4%	3%	1.0%
CC(C)(C)c1ccc(OCc2ccc(C(=O)N/N=C3\CC4CC=CC34)cc2)cc1 (stereo unspecified)	69%	3%	-5%	11%	6.3%
COC(=O)c1cn(CC(=O)NC2CCCCCC2)c2ccccc12	-10%	-5%	7%	10%	1.2%
Cc1ccc(-n2[nH]c(C)c(C=Nc3ccc4[nH]c(=O)[nH]c4c3)c2=O)cc1	-7%	5%	-2%	5%	0.2%
Cc1nn(C(C)C(=O)NCCc2ccccc2)c(=O)c2cc3occc3n12 (stereo unspecified)	-10%	1%	-6%	6%	i
Cn1c(=O)c(C(=S)NC(=O)C2CC2)c(N)n(Cc2ccccc2)c1=O	54%	8%	x	-7%	x
O=C(Nc1ccc(OC(F)(F)F)cc1)c1cnccn1	u	-2%	1%	-8%	0.5%
Cc1ccc(CNC(=O)CCCNS(=O)(=O)c2cccc3nonc23)cc1	44%	-7%	-6%	-9%	0.2%	VEEV TC-83 Vero 10K pilot screen=2.1
CCN(CCn1cccn1)C(=O)CC1C(=O)NCCN1Cc1ccc(OC)c(OC)c1 (stereo unspecified)	5%	4%	-6%	-3%	0.3%
O=C(Oc1ccc(NC2=C(Cl)C(=O)c3ccccc3C2=O)cc1)c1ccc([N+](=O)[O-])cc1	x	x	9%	x	8.3%
CC(=O)Nc1ccc(S(=O)(=O)NC(CC(=O)NC2CCCCC2C)C(C)C)cc1 (stereo unspecified)	-2%	10%	x	-10%	x
COc1ccc(S(=O)(=O)N2CCC(C(=O)NCCOc3ccccc3F)CC2)cc1OC	x	-9%	4%	x	3.4%
Cn1c(=O)[nH]c(=O)c2c1nc(Br)n2CCSc1nnnn1-c1ccccc1	-22%	-6%	-3%	-5%	2.2%
CCN(CC)CCN1C(=O)c2oc3ccccc3c(=O)c2C1c1cccc(Br)c1 (stereo unspecified)	u	3%	-20%	-1%	2.0%
CCC/C=N/NC(=O)c1cccc(Br)c1	6%	58%	-6%	4%	0.6%
Cc1ccc(NC(=O)CN2C(=O)C3CC=CCC3C2=O)cc1S(=O)(=O)N1CCOCC1 (stereo unspecified)	6%	-3%	-2%	13%	1.2%
CC(C)OCCCNC(=O)NC12CC3CC(CC(C3)C1)C2	8%	-5%	-11%	-7%	1.0%

Fetched one by one from the list above, 2 records:
SMILES	tuberculosis growth	M. tuberculosis HTS	influenza NS1A	Salmonella PhoP GFP	VEEV TC-83 Vero	others
CCN(CCn1cccn1)C(=O)CC1C(=O)NCCN1Cc1ccc(OC)c(OC)c1 (stereo unspecified)	5%	4%	-6%	-3%	0.3%
CC(C)CCNC1=CC(=O)CC(c2ccccc2)C1 (stereo unspecified)	15%	5%	-10%	5%	i

(more compounds)
SMILES	tuberculosis growth	M. tuberculosis HTS	influenza NS1A	Salmonella PhoP GFP	VEEV TC-83 Vero	others
COc1nc(N)nc(NC23CC4CC(CC(C4)C2)C3)n1	11%	11%	9%	-8%	0.3%
Cc1cccc(NS(=O)(=O)c2cccc(C(=O)NCC3(N4CCOCC4)CCCCC3)c2)c1	x	x	-4%	x	4.3%
COc1ccc(OC)c(-n2c(-c3cc(-c4ccc(F)cc4)n[nH]3)n[nH]c2=S)c1	-12%	3%	3%	-3%	11%
CCN(CC(=O)NC(C)(C)C)Cc1nc2c(Br)cc(Br)cc2c(=O)[nH]1	73%	-1%	3%	-4%	i
CC(=O)c1cc(C)c(OC(=O)c2ccccc2)c(C)c1	x	x	-19%	x	0.4%
C[C@@H]1CCC[C@@]2(O[C@H](CCO)C[C@H](O)[C@H]2O)O1	-1%	-2%	-10%	-8%	1.2%
COc1ccc(OC)c(-c2cc(C(=O)NCCN3CCOCC3)no2)c1	-1%	-4%	1%	-1%	1.0%
c1ccc(CC(NCc2ccco2)c2ccccc2)cc1 (stereo unspecified)	8%	-1%	-12%	22%	i
Cc1nn(C(C)(C)C)c(OC(=O)c2cccs2)c1S(=O)(=O)c1ccccc1	4%	-5%	15%	5%	6.7%
CCC(C(=O)OCC(=O)Nc1ccc(C(N)=O)cc1)c1ccccc1 (stereo unspecified)	3%	-2%	-3%	-5%	0.5%
COc1ccc(OC)c(/C=C/C(=O)OCC(=O)Nc2ccc3c(c2)OCCO3)c1	7%	-6%	-5%	-2%	2.0%
CCOCCCN1C(=O)C2C(C(=O)Nc3ccc(OCC)cc3)C3C=CC2(O3)C1C(=O)NC1CCCCC1 (stereo unspecified)	5%	4%	-4%	5%	1.3%
COc1ccc(Nc2nc(-c3sc(C)nc3C)cs2)c(OC)c1	51%	u	7%	-4%	5.6%
COc1ccc2c(C)nc(Nc3nc(-c4ccccc4)cc(=O)[nH]3)nc2c1	-2%	24%	-8%	8%	10%
Cc1cccc(C(=O)OCC(=O)NN2C(=O)NC3(CCC(C)CC3)C2=O)c1O (stereo unspecified)	3%	-2%	-3%	-8%	0.7%
CCOC(=O)C1CCN(C(=O)C2CCCCC2)CC1	0%	3%	-12%	14%	4.6%
Cc1ccc(-n2[nH]c(C)c(C=NCc3ccncc3)c2=O)cc1	-2%	1%	-26%	26%	2.6%
CCOc1ccc(NS(=O)(=O)c2ccc3[nH]c(=O)cc(C(=O)O)c3c2)cc1	-10%	5%	-3%	-3%	0.2%
C=C(C)c1cccc(C(C)(C)NC(=O)N2CCN(c3ccccc3)CC2)c1	2%	-5%	2%	7%	1.0%
COc1c(OC)c2[nH]c(=O)cc3c4ccccc4n(c1=O)c23	-1%	-5%	-1%	8%	0.8%

4 entries from above, sorted by molar mass, highest first:
SMILES	tuberculosis growth	M. tuberculosis HTS	influenza NS1A	Salmonella PhoP GFP	VEEV TC-83 Vero	others
CCOc1ccc(NS(=O)(=O)c2ccc3[nH]c(=O)cc(C(=O)O)c3c2)cc1	-10%	5%	-3%	-3%	0.2%
C=C(C)c1cccc(C(C)(C)NC(=O)N2CCN(c3ccccc3)CC2)c1	2%	-5%	2%	7%	1.0%
COc1ccc(Nc2nc(-c3sc(C)nc3C)cs2)c(OC)c1	51%	u	7%	-4%	5.6%
COc1nc(N)nc(NC23CC4CC(CC(C4)C2)C3)n1	11%	11%	9%	-8%	0.3%

(cont.)
SMILES	tuberculosis growth	M. tuberculosis HTS	influenza NS1A	Salmonella PhoP GFP	VEEV TC-83 Vero	others
Cc1nn2c(N)c(-c3ccccc3)cnc2c1-c1ccc(Cl)cc1	-7%	-1%	17%	5%	1.0%
C/C(=N/NC(=O)CSc1nc2ccccc2n1C)c1ccncc1	-4%	0%	-8%	6%	2.9%
c1ccc(C2[C@H]3CN(CC4CCCCC4)[C@H](c4ccccc4)C34CC2(c2ccccc2)C4)cc1 (stereo partly specified)	32%	2%	-17%	-22%	i
CCOc1c2ccc(C(=O)NCC34CC5CC(CC(C5)C3)C4)cc2nn1CC	27%	34%	9%	-12%	0.7%
COC1=CC(=O)OC(c2ccc(OC)cc2)C1 (stereo unspecified)	x	x	-21%	x	1.2%
Cc1cc2nc(-c3ccc(NC(=O)C(C)C)cc3)oc2cc1C	6%	0%	3%	16%	5.9%
Cc1cc(C)cc(NC(=O)C2C3C=CC(O3)C2C(=O)O)c1 (stereo unspecified)	21%	8%	0%	-2%	1.0%
Cc1cc(Oc2ccc(-c3ccccc3)cc2)n2ncnc2n1	24%	u	4%	-6%	2.9%
COc1ccc(C(=O)NC(=S)N2C[C@H]3C[C@H](C2)c2cccc(=O)n2C3)cc1	42%	-1%	1%	8%	i
COc1ccc(S(=O)(=O)N2CCOCC2)cc1NC(=O)CCCOc1ccc(Cl)cc1C	-2%	-9%	2%	x	8.0%
C/C(=N\NC(=O)COc1cccc(C)c1)c1ccc2ccccc2c1O	0.18µM*	-10%	19%	-6%	1.2%
C/C(=N\NC(=O)C(=O)Nc1c(C)n(C)n(-c2ccccc2)c1=O)c1ccc(Cl)s1	7%	-13%	-18%	4%	3.0%
CCOc1ccccc1N(CC(=O)N1CCCC1)S(C)(=O)=O	8%	-1%	-2%	1%	0.5%
CN1CCN(c2nc(-c3ccccc3)ncc2S(C)(=O)=O)CC1	3%	-4%	1%	-2%	1.2%
COc1ccc(CN(CCC#N)CCC2(c3ccccc3)CC(C)N(C)CC2C)cc1OC (stereo unspecified)	-19%	-11%	-1%	-3%	2.3%
O=C1c2cccc3cccc(c23)C(=O)N1OS(=O)(=O)c1ccccc1	11%	-9%	4%	-30%	0.0%
COC(=O)c1cc(NC(=O)/C=C/c2ccc3c(c2)OCO3)cc(C(=O)OC)c1	3%	-15%	8%	-7%	4.6%
CCc1ccccc1N(CC(=O)NCC1CCCO1)C(=O)CCC(=O)Nc1nccs1 (stereo unspecified)	-16%	-3%	-6%	6%	2.2%
CCOC(=O)c1cc2c(s1)-c1c(C)cccc1OC2	41%	4%	9%	4%	0.4%
Cc1cccc2cc(C#N)c(SCC(=O)N3CCC(C)CC3)nc12	23%	-2%	-4%	4%	11%

Nothing new here: four of the compounds above.
SMILES	tuberculosis growth	M. tuberculosis HTS	influenza NS1A	Salmonella PhoP GFP	VEEV TC-83 Vero	others
COC(=O)c1cc(NC(=O)/C=C/c2ccc3c(c2)OCO3)cc(C(=O)OC)c1	3%	-15%	8%	-7%	4.6%
CCc1ccccc1N(CC(=O)NCC1CCCO1)C(=O)CCC(=O)Nc1nccs1 (stereo unspecified)	-16%	-3%	-6%	6%	2.2%
CCOC(=O)c1cc2c(s1)-c1c(C)cccc1OC2	41%	4%	9%	4%	0.4%
Cc1cccc2cc(C#N)c(SCC(=O)N3CCC(C)CC3)nc12	23%	-2%	-4%	4%	11%

(continued)
SMILES	tuberculosis growth	M. tuberculosis HTS	influenza NS1A	Salmonella PhoP GFP	VEEV TC-83 Vero	others
Cc1cc(C)n2nc(SCC(=O)NC(=O)c3ccccc3Cl)nc2n1	-7%	2%	-13%	x	0.7%
COC(=O)C1=C(c2cccc(OC)c2OC)C[C@@H]2CC[C@H]1N2C(=O)NC1CC1	-22%	-3%	2%	-2%	0.0%
C1=CN2CCC1C(c1ccccc1)C2 (stereo unspecified)	-2%	0%	-20%	1%	0.6%
Cc1n[nH]c(=S)n(NC(=O)/C=C/C(=O)Nn2c(=S)[nH]nc(C)c2=O)c1=O	x	x	7.3µM*	x	1.3%
COc1ccc2[nH]c3c(c2c1)CCN1C(=O)C(CC(=O)NCCN2CCOCC2)C[C@H](C(=O)N2CCOCC2)[C@@]31C (stereo partly specified)	x	x	-1%	x	0.9%
CCOC(=O)c1ccc(Nc2c(CC)c(C)nc3ncnn23)cc1	9%	-10%	30%	6%	0.8%
COC(=O)c1nc(-n2nc(C)cc2C)ccc1Cl	-8%	6%	-24%	-1%	1.0%	VEEV TC-83 Vero 10K pilot screen=0.1
CCOC(=O)C1(Cc2cccc(F)c2)CCN(C(=O)Cc2cccnc2)CC1	-4%	-4%	-2%	-9%	i
